EPAC1 antag: EPAC1 (human) antagonism | 360,000 compounds, 0.14% hits | EPAC1 GEF assay, Rap1b-BODIPY-GDP exchange fluorescence | Potency, µM (series often up to 115 µM), without a hit: top-dose activity change, negative = inhibition, actives largely listed as inhibitors | O95398;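 also: potency is read from the fitted curve at half-maximal effect; plate controls were vehicle for no effect and positive control for full effect; nearly all actives have a fitted effect of over 50% in size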
Target sequence (O95398 whole entry, looked up): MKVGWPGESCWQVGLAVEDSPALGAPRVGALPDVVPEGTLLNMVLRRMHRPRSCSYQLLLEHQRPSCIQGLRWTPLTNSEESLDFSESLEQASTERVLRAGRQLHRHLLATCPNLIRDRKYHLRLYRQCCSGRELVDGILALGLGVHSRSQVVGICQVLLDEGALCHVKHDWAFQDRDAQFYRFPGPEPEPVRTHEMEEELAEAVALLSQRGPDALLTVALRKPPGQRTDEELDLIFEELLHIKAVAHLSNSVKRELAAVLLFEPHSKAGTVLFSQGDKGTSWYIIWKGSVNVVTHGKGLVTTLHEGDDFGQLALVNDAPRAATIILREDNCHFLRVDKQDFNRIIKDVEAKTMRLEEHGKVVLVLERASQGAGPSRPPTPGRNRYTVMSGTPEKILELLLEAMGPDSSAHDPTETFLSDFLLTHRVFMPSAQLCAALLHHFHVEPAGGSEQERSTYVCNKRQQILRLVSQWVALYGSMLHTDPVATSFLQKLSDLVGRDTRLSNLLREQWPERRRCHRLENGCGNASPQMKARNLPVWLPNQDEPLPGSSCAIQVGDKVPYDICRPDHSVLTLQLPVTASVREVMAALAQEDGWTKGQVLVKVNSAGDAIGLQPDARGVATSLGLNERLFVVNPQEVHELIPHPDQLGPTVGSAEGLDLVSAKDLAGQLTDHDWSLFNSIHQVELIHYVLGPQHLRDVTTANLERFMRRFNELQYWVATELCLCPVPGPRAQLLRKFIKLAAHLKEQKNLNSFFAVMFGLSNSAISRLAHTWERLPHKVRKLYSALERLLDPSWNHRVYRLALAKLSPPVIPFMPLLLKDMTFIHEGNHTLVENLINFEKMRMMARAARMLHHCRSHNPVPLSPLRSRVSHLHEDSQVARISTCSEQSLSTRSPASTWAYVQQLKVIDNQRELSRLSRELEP
IL2 activator: IL-2 activation; AID 652025; 360,000 compounds, 0.065% hits; IL-2 activation reporter assay, cell-based qHTS; stimulated with anti-CD3/CD4/CD28 beads; in transgenic mouse T cells; activation, % (series mostly up to about 46 µM); in the data active = activation above about 50%; inconclusive = mostly about 30% to 49%; also: 0% is about no effect
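Screening format: compound pinned onto unstimulated transgenic mouse T cells, 60 min incubation, then anti-CD3/anti-CD4/anti-CD28 bead stimulation for 18 hours at 37 degrees C, followed by EGFP and DsRed detection.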
HEK293 tox: cytotoxicity counter-screen for GLP-1 receptor inverse agonists; HEK293 cAMP-luciferase reporter cells, luminescence, 24 h; 410,000 compounds, 0.13% hits; Potency, µM (doses to about 38.3 µM), inactives show top-dose activity change, negative = inhibition, hits mostly inhibitors;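 also: loss of luciferase light is scored as toxicity; potency is read from the fitted curve at half-maximal effect; % is scaled to controls: 0 for no effect and ±100 for the full control effect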
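Compound-treated cells are incubated 24 hr at 37 deg C under 5% CO2 after a 12 hour attachment period, then luciferase detection reagent is added and luminescence is measured following 12 min at room temperature; lowered signal indicates toxicity.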
PI5P4Ka inh: PI5P4K alpha (human) kinase inhibition; P48426; PI5P4Kalpha enzyme, ADP-Glo luminescence, 60 min; active compounds read low; max response, %; 330,000 compounds, 1.2% hits; active = max response of -50% or lower; inconclusive = between -30% and -50%; inactive = -30% or higher; also: value at the top dose of about 77 µM; % is scaled to controls: 0 for no effect and ±100 for the full control effect
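Compounds were pin-transferred onto PI5P4Kalpha and substrate in HEPES pH 7.4 buffer with EGTA, CHAPS and 5% DMSO. ATP (5 microM final) started the reaction, which ran 60 minutes at room temperature before ADP-Glo detection.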
EPAC1 agonist: activates human EPAC1 exchange factor | 360,000 compounds, 0.073% hits | EPAC1 agonist qHTS, biochemical assay; response scale: 100% = response to 6.5 mM cAMP | O95398 | Potency, µM (titrated, usually from 154 µM), for inactives: at the highest dose activation, usual class: activators | AID 720707; also: potency is read from the fitted curve at half-maximal effect; nearly all actives have a fitted effect of over 60% in size
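Nucleotide exchange assay: 100 nM EPAC1 with 250 nM Rap1B loaded with BODIPY-GDP and 50 uM GDP, room temperature. Fluorescence (480/540 nm) read every 5 min for 30 min; signal change normalized to 6.5 mM cAMP as full agonist.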
PLK1 PBD block: inhibitors of human PLK1 polo-box domain binding; Potency, µM, for the others: max response, negative = inhibition, most hits filed as inhibitors; 360,000 compounds, 2.8% hits; Plk1 PBD binding of FITC phosphopeptide, fluorescence polarization; P53350; also: potency is read from the fitted curve at half-maximal effect; series mostly up to about 57 µM; % is scaled to controls: 0 for no effect and ±100 for the full control effect; nearly all actives have a fitted effect of over 65% in size
GLP1R ag: agonists of human GLP-1 receptor; HEK293 GLP-1R CRE-luciferase, luminescence, 4-6 h; cells express a hypersensitive GLP-1R form; Potency, µM (doses to about 45.6 µM), for inactives: top-dose activation, usual class: activators; 380,000 compounds, 0.007% hits; also: potency is read from the fitted curve at half-maximal effect; % of control where 0% means no effect
GLP-1R inv ag: inverse agonists of human GLP-1 receptor; HEK293 GLP-1R CRE-luciferase, luminescence, 24 h; GLP-1R form is constitutively active; Potency, µM (series often up to 38.3 µM), for the others: top-dose activity change, negative = inhibition, usual class: inhibitors; AID 624417; 410,000 compounds, 1.6% hits; P43220; also: potency is read from the fitted curve at half-maximal effect; % is scaled to controls: 0 for no effect and ±100 for the full control effect; nearly all actives have a fitted effect of over 55% in size
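Stable HEK293 clone (constitutively active GLP-1R + cAMP-response luciferase); 200 cells/uL plated, 12 h pre-culture, compound 24 hr, 37 deg C/5% CO2; detection reagent 12 min RT; luminescence.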
PTHR1 agonist: activates the human parathyroid hormone receptor PTHR1; HEK293 GP2 PTHR1 cells, GloSensor cAMP luminescence, 1 h; Potency, µM (highest dose often 115 µM), for inactives: top-dose activation, actives largely listed as activators; 410,000 compounds, 0.075% hits; also: potency is read from the fitted curve at half-maximal effect; nearly all actives have a fitted effect of over 55% in size; some results filed as inactive show a strong effect at the top dose; inactives centre near -15; many of its hits are not listed in these tables
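HEK-293-derived GP2 cells expressing PTHR1 and a GloSensor cAMP reporter, 3,000/well, plated overnight, given luciferin plus IBMX (each 0.5 mM as added) for 1 h at 37 °C, then compound for 1 h at 37 °C. Luminescence was read after 15 min at room temperature.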
* hit, by the source's call; i = inactive; ? = inconclusive; · = not tested or not shown; & = joins results of further samples; [ ] = another dose, or the depositor's remark. Unless noted, calls follow the shape of the dose curve; as a rule, active = well fitted curve in the direction sought with a large enough effect; inconclusive = small, poorly fitted or top-dose-only effect, or another doubt; inactive = no such curve, though single readings can be large; an effect the other way counts as inactive or inconclusive. A portion of the library, so the mix of outcomes need not match the whole.

1: N#CCC(=O)Nc1ccc(C(=O)NCC(c2ccco2)N2CCCCC2)cc1 (stereo not given)
2: CCCOc1cccc(NC(=O)c2cc(C)oc2C)c1
3: Cn1c(=O)c2c(nc(-n3ccnc3)n2Cc2ccccc2)n(C)c1=O
4: O=C(CS(=O)(=O)c1cccc2nsnc12)Nc1ccc(F)cc1
5: COc1ccccc1C(CNc1nc(C(F)(F)F)nc2ccccc12)N(C)C (stereo not given)
6: C(=C1c2ccccc2-c2ccccc21)c1ccncc1
7: Cc1ccc2nc(Cl)c(/C=N/NC(=O)c3ccccc3O)cc2c1
8: O=C(NCc1ccc(C(F)(F)F)cc1)C12CN(Cc3ccccc3)CC1C(c1cccc([N+](=O)[O-])c1)=NO2 (stereo not given)

Compound	1	2	3	4	5	6	7	8
EPAC1 antag	-11%	-24%	20%	·	-6%	-12%	-16%	-5%
IL2 activator	12	-3.8	-1.6	·	0.2	-0.7	-0.1	0.3
HEK293 tox	9%	-11%	-23%	11%	-23%	5%	-20%	2%
PI5P4Ka inh	-18	-3	5	·	-3	3	-18	0
EPAC1 agonist	1%	-6%	-2%	·	-2%	26%	16%	-6%
PLK1 PBD block	-6%	?	-1%	·	1%	-2%	-6%	0%
GLP1R ag	1%	0%	4%	-6%	12%	23%	-1%	6%
GLP-1R inv ag	-16%	?	7%	-9%	?	?	20%	?
PTHR1 agonist	-1%	-7%	-24%	3%	i	-3%	0%	-6%

Some of these compounds in order of the GLP1R ag value, falling.
item	SMILES	GLP1R ag
8	O=C(NCc1ccc(C(F)(F)F)cc1)C12CN(Cc3ccccc3)CC1C(c1cccc([N+](=O)[O-])c1)=NO2 (stereo not given)	6%
1	N#CCC(=O)Nc1ccc(C(=O)NCC(c2ccco2)N2CCCCC2)cc1 (stereo not given)	1%
4	O=C(CS(=O)(=O)c1cccc2nsnc12)Nc1ccc(F)cc1	-6%

Later entries
9: Nc1o[nH]c(=O)c1C1CCCCC1
10: O=C(NCCc1ccc(F)cc1)c1cc([N+](=O)[O-])ccc1N1CCOCC1
11: O=C(OCCOc1ccccc1F)c1cc(S(=O)(=O)N2CCOCC2)ccc1F
12: Cc1ccc(C(=O)N2CCN(C(=O)C3CCCO3)CC2)cc1 (stereo not given)
13: Cc1[nH]nc(Nc2ccccc2)c1[N+](=O)[O-]
14: CCOc1cc(CN2CCC(N3CCC(C(=O)NC4CC4)CC3)CC2)ccc1O
15: CC1(C2CC2)NC(=O)N(CC(=O)Nc2ccc(F)cc2F)C1=O (stereo not given)
16: CCCCCNC(=O)c1ccc(NC(=O)CC2SC(N3CCCC3)=NC2=O)cc1 (stereo not given)

Compound	9	10	11	12	13	14	15	16
EPAC1 antag	-27%	1%	-8%	-1%	-5%	8%	0%	-13%
IL2 activator	-0.4	-1.4	-2.9	-0.3	-2.4	-2.9	0.2	1.3
HEK293 tox	-10%	-1%	-16%	5%	-12%	-2%	-4%	1%
PI5P4Ka inh	0	4	3	-2	2	6	1	-7
EPAC1 agonist	6%	1%	-15%	5%	-2%	14%	13%	2%
PLK1 PBD block	-11%	-2%	-8%	4%	-5%	-1%	-1%	-2%
GLP1R ag	6%	-3%	8%	-3%	-11%	-3%	-2%	-1%
GLP-1R inv ag	7%	8%	1%	18%	5%	-10%	-9%	2%
PTHR1 agonist	-7%	i	i	-20%	i	-1%	-2%	-15%

17: O=C(COC(=O)CSc1nnc(-c2ccc(Cl)cc2)o1)Nc1cc(Cl)ccc1Cl
18: CN(C)c1ncnc2c1ncn2[C@H]1CN(Cc2cccs2)C[C@@H](CO)O1
19: CC(C)(C)c1ccc(C(=O)Nc2cccc3c(=O)[nH][nH]c(=O)c23)cc1
20: CC(C)N1CCc2c(sc(NC(=O)c3cc(-c4cccs4)nc4ccccc34)c2C(N)=O)C1
21: CCCC(=O)N1CCN(c2nc3c(OC)ccc(Cl)c3s2)CC1
22: CCCCC#Cc1cncc(C(=O)N/N=C/c2ccccc2)c1
23: O=C(NCc1cccnc1)c1cc(C2CCCN(C(=O)c3cccs3)C2)on1 (stereo not given)
24: CCCCc1ccc(NC(=S)NCc2cccs2)cc1

Compound	17	18	19	20	21	22	23	24
EPAC1 antag	0%	7%	2%	?	-5%	-18%	10%	-5%
IL2 activator	0.0	0.0	-0.6	-1.9	-3.2	2.9	-0.7	-2.3
HEK293 tox	4%	6%	12%[1.53 µM]	-27%	-6%	0%	5%	?
PI5P4Ka inh	-8	2	5	-23	-3	3	-11	16
EPAC1 agonist	-14%	0%	21%	-87%[inhibitor]	-3%	8%	-10%	2%
PLK1 PBD block	-1%	9%	-23%	1%	27µM*	-7%	2%	0%
GLP1R ag	-2%	14%	-31%[inhibitor]	-5%	-6%	?	11%	-1%
GLP-1R inv ag	6%	30%	?	?	?	?	-27%	-10%
PTHR1 agonist	0%	-16%	-92%[inhibitor]	i	-85%[inhibitor]	i	-16%	-7%

25: O=C(O)c1cccc(S(=O)(=O)Nc2ccc3[nH]c(=O)[nH]c3c2)c1
26: COCCN(C(=O)Cc1coc2cc(C)c(C)cc12)c1c(N)n(Cc2ccccc2)c(=O)[nH]c1=O
27: O=C(O)CC(C(=O)OCCOc1ccccc1)N1CCOCC1 (stereo not given)
28: CC(C)NC(=O)c1cc(-c2ccc3c(c2)OCO3)on1
29: O=c1c(CN2CCN(c3cccc(Cl)c3)CC2)coc2c(Cl)cc(Cl)cc12
30: O=CNc1cc(-c2ccccc2)cn2c(-c3ccc(F)c(Cl)c3)cnc12
31: CN(C(=O)c1ccc(S(=O)(=O)NC2CCCC2)cc1)C1CCCCC1
32: O=C1CSC(=O)N1CCOCCN1C(=O)CSC1=O

Compound	25	26	27	28	29	30	31	32
EPAC1 antag	-2%	-9%	-6%	2%	-14%	5%	17%	3%
IL2 activator	2.1	1.1	-0.7	-3.4	0.3	-0.1	-3.0	-2.9
HEK293 tox	30%	0%	-3%	-3%	-8%	-11%	1%	-8%
PI5P4Ka inh	?	-6	1	12	-2	-26	·	1
EPAC1 agonist	0%	-3%	5%	-4%	7%	-3%	3%	-8%
PLK1 PBD block	0%	-10%	1%	4%	-12%	-18%	-6%	-4%
GLP1R ag	2%	-2%	-5%	-3%	6%	?	-2%	3%
GLP-1R inv ag	29%	-7%	14%	-27%	-23%	16%	-25%	0%
PTHR1 agonist	?	i	-8%	-32%	-17%	-25%	i	i

33: CCOC(=O)c1cc(-c2ccc(OC)cc2)nc2c1c(C)nn2CCC(N)=S
34: Cc1ccc(C(C)C)c(OCC(O)CNC2CCCC2)c1 (stereo not given)
35: C=CCOc1ccc(/C(O)=C2\C(=O)C(=O)N(CCCOC)C2c2ccncc2)cc1 (stereo not given)
36: O=C(CCN1CCOCC1)N1CCc2c([nH]c3ccccc23)C1c1cccc(Cl)c1 (stereo not given)
37: Cc1cc(C(=O)COc2ccccc2C(N)=O)c(C)n1C
38: O=C(CSc1nc(=O)n(Cc2ccccn2)c2c1CCC2)Nc1ccc(F)cc1F
39: CCc1nc2c(s1)CCc1onc(-c3ccc(Cl)cc3)c1-2
40: CC(=O)c1cc2c(cc1N/C(=N/S(=O)(=O)c1ccc(C)cc1)c1ccccc1)OCO2

Compound	33	34	35	36	37	38	39	40
EPAC1 antag	-28%	-1%	7%	-30%	-9%	-4%	-6%	0%
IL2 activator	-0.6	-3.4	0.0	1.7	-2.0	-0.6	0.7	-0.5
HEK293 tox	?	-12%	24%	6%	-1%	0%	10%	42%&31%[activator]
PI5P4Ka inh	-1	-1	3	-3	-7	-3	29	6
EPAC1 agonist	9%	1%	0%	-3%	-2%	12%	15%	2%
PLK1 PBD block	?	1%	-3%	-2%	1%	-4%	-6%	-9%
GLP1R ag	35%	2%	12%	2%	11%	19%	14%	1%
GLP-1R inv ag	?	?	-8%	?	29%	?	10%	12%&17%
PTHR1 agonist	i	i	i	i	i	-5%	0%	i

41: Cc1cc(NC(=O)c2csc([C@@H]3O[C@H](CO)[C@H](O)[C@H](O)[C@H]3O)n2)n(C)n1
42: S=C(c1c[nH]c2ccc(Br)cc12)N1CCOCC1
43: CCOc1cccc(C2/C(=C(/O)c3ccc4c(c3)CC(C)O4)C(=O)C(=O)N2CCN2CCOCC2)c1 (stereo not given)
44: Cc1nc2nc3c(cn2n1)C(=O)CC(c1ccccc1)C3 (stereo not given)
45: CN(C)CCCN(C(=O)c1ccc([N+](=O)[O-])s1)c1nc2cc3c(cc2s1)OCCO3
46: Cc1nc(N2CCN(Cc3ccccc3)CC2)c(C#N)c2c1COC(C)(C)C2
47: O=C(NC1CCCCC1)C(c1ccc(C(F)(F)F)cc1)n1c(=O)c(-c2ccco2)nc2ccccc21 (stereo not given)
48: O=C(O)CCCC(=O)N1N=C(c2ccccc2)CC1c1ccc2nccnc2c1 (stereo not given)

Compound	41	42	43	44	45	46	47	48
EPAC1 antag	-7%	-23%	-6%	8%	-10%	7%	?	5%
IL2 activator	0.3	-0.4	-2.2	1.0	1.8	0.0	0.7	-0.2
HEK293 tox	3%	-10%	-10%	34%[activator]	-13%	-7%	0%	0%
PI5P4Ka inh	0	0	2	0	-5	-3	-75*	-3
EPAC1 agonist	6%	-4%	-11%	-9%	-9%	14%	-29%	2%
PLK1 PBD block	-12%	-5%	-3%	-2%	-5%	-8%	?	-6%
GLP1R ag	-2%	2%	-1%	0%	20%	-2%	·	-3%
GLP-1R inv ag	14%	?	16%	0%	28%	?	?	5%
PTHR1 agonist	-22%	-24%	i	i	-29%	-28%	-11%	-60%[inhibitor]

Screening results as filed in PubChem BioAssay.
